Giardia kill: Giardia lamblia killing; Giardia lamblia trophozoite viability; activity change, % at 7.66 µM, hits read low; 0.15% of 340,000 active; in the data active = activity change below about -80%; inconclusive = between about -30% and that limit;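 note: parasites exposed to compound for two days anaerobically before the ATP read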
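Anaerobic 48 hrs incubation at 37 deg C of 100 trophozoites/well with test compounds; ATPLite 1-Step luminescence, 15-30 min RT, reports cellular ATP as viability.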
hERG WT inh: blocks the wildtype human KCNH2 potassium channel. activity change, % at 1.84 µM. U2OS, BacMam KCNH2, thallium flux FluxOr; active compounds read low. AID 720551. 0.37% of 340,000 active;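 active = maximum activity change below -70%; inconclusive = maximum activity change between -70% and -50%; inactive = maximum activity change above -50%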
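U2OS cells were transduced with wild-type KCNH2 virus (2.03 x 10^8 / mL) for 4 h at room temperature, then cultured overnight at 37 C. Thallium flux was read with FluxOr dye. Rate constants were normalized to DMSO controls.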
uPA surface inh: blocks generation of uPA at the cell surface; cell surface uPA generation assay, qHTS; Potency, µM (doses to about 38.3 µM), inactives show at the highest dose activity change, negative = inhibition, actives largely listed as inhibitors; 0.31% of 330,000 active; active = well fitted inhibition curve with a large enough effect; inconclusive = small, poorly fitted or top-dose-only effect; inactive = no such curve, though single readings can be large or run the other way; tested in mouse RAW 264.7 cells; note: potency is the fitted concentration of half-maximal effect; nearly all actives have a fitted effect of over 55% in size
BCR signal inh: blocks chronic active B-cell receptor signaling. ABC-DLBCL IkBa-CBG/CBR reporter, luminescence ratio, 4 h. Potency, µM (doses to about 46.1 µM), inactives show top-dose ratio change, negative = lower green/red ratio, usual class: inhibitors. 0.05% of 340,000 active; active = well fitted inhibition curve with a large enough effect in the signal ratio, with a control signal flat, not every such curve was filed as active; inconclusive = small, poorly fitted or top-dose-only effect, or effect the other way, or a change in a side signal; the % refers to the signal ratio;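 note: potency is the fitted concentration of half-maximal effect; plate controls were basal doxycycline-induced cells for no effect and cells given 10 µM MG132 for full effect; MG132 reads +100%, hits lower the ratio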
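Cell line TMD8 (human ABC DLBCL), stably expressing tet-inducible CBG68-IkBa fusion and CBR; IMDM/0.5% FBS; cpd up to 46 uM; dox induction, 4 h, 37C/5% CO2; dual luminescence; green/red ratio; MG132 control.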
GALK inh: inhibitors of human galactokinase | Potency, µM (series often up to 57.5 µM), for the others: at the top dose activity change, negative = inhibition, hits mostly inhibitors | AID 1868 | P51570 | 0.007% of 270,000 active | Purified GALK, Kinase-Glo residual ATP luminescence; note: potency is the fitted concentration of half-maximal effect
Target sequence (P51570 whole entry, looked up): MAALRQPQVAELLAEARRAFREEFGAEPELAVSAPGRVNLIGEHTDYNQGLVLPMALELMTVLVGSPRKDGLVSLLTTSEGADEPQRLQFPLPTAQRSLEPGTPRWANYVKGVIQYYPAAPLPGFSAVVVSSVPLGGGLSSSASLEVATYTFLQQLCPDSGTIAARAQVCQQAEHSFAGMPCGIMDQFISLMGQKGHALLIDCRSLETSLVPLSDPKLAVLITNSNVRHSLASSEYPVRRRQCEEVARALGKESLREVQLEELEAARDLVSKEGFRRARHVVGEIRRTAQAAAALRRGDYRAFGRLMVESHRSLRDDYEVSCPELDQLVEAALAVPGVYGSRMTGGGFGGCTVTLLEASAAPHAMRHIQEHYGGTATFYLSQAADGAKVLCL
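The enzyme phosphorylates galactose (100 uM) using ATP (35 uM); inhibition is detected as higher residual ATP, quantified by bioluminescence after 1 h reaction at room temperature, pH 8.0.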
KCNH2 3.1 block: inhibitors of human KCNH2 3.1 potassium channel isoform | U2OS KCNH2 3.1, thallium flux FluxOr; active compounds read low | activity change, % (tested at about 1.8 µM) | 0.95% of 340,000 active;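 active = maximum activity change below -70%; inconclusive = maximum activity change from -70% to -50%; inactive = maximum activity change above -50%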;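 note: thallium influx rate constant from kinetic fluorescence after stimulation buffer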
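Steps: virus added to U2OS suspension (4 h, RT, dark); medium with 10% FBS added, cells plated, 37 C overnight; FluxOr/Red40 loading buffer 45 min RT; stimulation buffer, 2 min kinetic read; rate constant normalized.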
USP2a block: inhibitors of human ubiquitin-specific protease USP2a | O75604 | USP2 core, Ub-CHOP2 coupled fluorogenic reporter, 485/531 | Potency, µM (titrated, usually from 38.3 µM), for inactives: at the highest dose activity change, negative = inhibition, actives largely listed as inhibitors | 0.01% of 330,000 active;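 note: potency is the fitted concentration of half-maximal effect; plate controls were DMSO wells for no effect and full inhibition by NEM control for full effect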
Target sequence (O75604 whole entry, looked up): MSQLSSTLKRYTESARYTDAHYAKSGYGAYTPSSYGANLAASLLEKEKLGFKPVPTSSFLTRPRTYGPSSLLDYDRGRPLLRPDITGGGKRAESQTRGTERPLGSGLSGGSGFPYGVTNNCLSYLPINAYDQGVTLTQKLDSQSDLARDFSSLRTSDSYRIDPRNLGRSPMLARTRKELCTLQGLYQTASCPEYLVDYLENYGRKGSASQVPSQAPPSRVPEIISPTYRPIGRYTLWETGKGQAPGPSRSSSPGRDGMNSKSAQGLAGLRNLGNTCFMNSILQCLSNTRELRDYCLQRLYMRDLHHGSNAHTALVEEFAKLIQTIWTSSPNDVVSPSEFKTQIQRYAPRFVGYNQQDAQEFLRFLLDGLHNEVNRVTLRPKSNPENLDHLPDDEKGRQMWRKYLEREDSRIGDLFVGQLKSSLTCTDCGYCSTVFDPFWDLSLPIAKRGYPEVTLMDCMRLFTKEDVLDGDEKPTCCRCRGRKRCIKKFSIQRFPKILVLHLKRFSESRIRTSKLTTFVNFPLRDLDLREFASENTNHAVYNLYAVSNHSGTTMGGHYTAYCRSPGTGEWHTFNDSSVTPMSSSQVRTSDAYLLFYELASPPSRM
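Cell-free coupled assay: 10nM USP2 core preincubated 30min RT with compound in Tris-HCl pH 8.0/CaCl2/CHAPS buffer, then 25nM Ub-CHOP2 and 25nM reporter substrate; fluorescence (Ex 485/Em 531) read after 60min RT, normalized to NEM inhibition, concentration-response curves fitted.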
Coupling enz: coupling enzyme interference in Giardia aldolase counter-screen; coupling enzyme system counterscreen, AmpLite Red fluorescence; 0.67% of 290,000 active; activity change, negative = inhibition, % at 58.2 µM, hits read low; AID 2472; in the data active = activity change below about -30%
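Coupling enzymes only (glyceraldehyde-3-phosphate) + compound, at 57.5 uM final, 10 min RT; add substrate/coupling/AmpLite Red mix, 20 min RT; fluorescence ex 525/em 598 nm. Actives flag coupling-system interference.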
Eya2 inh: blocks the phosphatase activity of human Eya2; recombinant Eya2, OMFP fluorescence dephosphorylation (OMFP is methylfluorescein phosphate); Potency, µM (doses to about 76.9 µM), without a hit: at the highest dose activity, negative = inhibition, usual class: inhibitors; 0.006% of 330,000 active; AID 488837; note: potency is the fitted concentration of half-maximal effect
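Eya2 protein (added as 0.2 uM solution) was preincubated with compound for 10 min at ambient temperature in 50 mM HEPES pH 7.5, 50 mM NaCl, 5 uM MgCl2, 0.05% BSA, 1 mM DTT. OMFP (added at 50 uM) then reacted 10 min; fluorescence read at 485/525 nm.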
B2AR arrestin: recruits beta-arrestin to the human beta2-adrenergic receptor; P07550; beta-arrestin recruitment to beta2AR, cell-based reporter; Potency, µM (top dose mostly 46.1 µM), for the others: top-dose activation, most hits filed as activators; 0.02% of 330,000 active; AID 492947;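 note: potency is the fitted concentration of half-maximal effect; 0% = DMSO controls and full agonism = EC100 isoproterenol or metaproterenol; nearly all actives have a fitted effect of over 65% in size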
PKM2 act: increases activity of human pyruvate kinase M2; P14618; Potency, µM (titrated, usually from 57.5 µM), for inactives: at the top dose activation, hits mostly activators; 0.34% of 260,000 active; purified PKM2, Kinase-Glo ATP luminescence, activation; response scale: 0% is enzyme alone, no compound; AID 1631; note: potency is the fitted concentration of half-maximal effect; nearly all actives have a fitted effect of over 55% in size
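ATP formation by purified human PK-M2, quantified via coupled luciferase luminescence after 1 h at room temperature with 0.1 mM ADP and 0.5 mM PEP final.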
Starred values were filed as active, the others as inactive; ! = repeats disagree; [ ] = remark or other dose. Unless noted, calls come from the whole dose curve; as a rule, active = well fitted curve in the direction sought with a large enough effect; inconclusive = small, poorly fitted or top-dose-only effect, or another doubt; inactive = no such curve, though single readings can be large; an effect the other way counts as inactive or inconclusive. Unless noted, % is set by controls: 0 for no effect and ±100 for the full control effect.

Screening O=C(CS(=O)(=O)c1ccc(F)cc1)Nc1nnc(-c2ccccc2Cl)o1 returned Giardia kill -9.4, hERG WT inh 2.2, uPA surface inh 4.6%, BCR signal inh -0.1%, KCNH2 3.1 block -5.4, USP2a block 3.5%, Eya2 inh 10.7% and B2AR arrestin 0.3%.
Screening CC1(OC(=O)C2CCCC2)C(=O)C=C2C=C(c3ccsc3)N(C3CC3)C=C2C1=O (stereo unspecified) returned Giardia kill -6.7, hERG WT inh -19.5, uPA surface inh 11.7%, BCR signal inh 14.4%, GALK inh -2.1%, KCNH2 3.1 block 13.4, USP2a block 12.9%, Coupling enz -30.2*!, Eya2 inh -2.2%, B2AR arrestin 0.5% and PKM2 act -6.1%[11.5 µM].
CC12CCC(C(=O)n3c1nc1ccccc13)C2(C)C (stereo unspecified) was read as Giardia kill 29.5, hERG WT inh 14.0, uPA surface inh -3.2%, BCR signal inh 4.9%, GALK inh -0.4%, KCNH2 3.1 block -9.4, USP2a block -0.7%, Coupling enz 0.4, Eya2 inh -5.6%, B2AR arrestin 0.2% and PKM2 act 0.3%.
CC(C)(C)NC(=O)c1ccc2c(c1)N(CC(=O)NC1CCCC1)C(=O)C(C)(C)O2 was read as Giardia kill 6.0, hERG WT inh -1.7, uPA surface inh 3.4%, BCR signal inh -0.5%, GALK inh 0.6%, KCNH2 3.1 block 19.8, USP2a block 0.8%, Coupling enz -0.5, Eya2 inh 2.3%, B2AR arrestin 0.2% and PKM2 act 3.4%.
CCCCNC(=O)c1ccc(S(=O)(=O)c2ccc(Cl)cc2)c(NC(C)=O)c1 was read as Giardia kill -7.9, hERG WT inh -17.3, BCR signal inh 3.3%, GALK inh -3.6%, KCNH2 3.1 block -8.8, USP2a block -0.3%, Coupling enz 2.5, Eya2 inh 12.2%, B2AR arrestin 0.2% and PKM2 act -0.8%.
Screening Cc1nc(SCC(=O)NCc2ccco2)[nH]c(=O)c1C returned Giardia kill 6.9, hERG WT inh 2.8, uPA surface inh inconclusive, BCR signal inh inconclusive, GALK inh -0.9%, KCNH2 3.1 block 3.8, USP2a block 4.5%, Coupling enz -2.4, Eya2 inh 2.6%, B2AR arrestin 0.4% and PKM2 act 1.8%.
`Cc1ccc(O)c(N=Nc2ccccc2)n1` gave Giardia kill -15.6, hERG WT inh -4.5, uPA surface inh inconclusive, KCNH2 3.1 block -0.1, Coupling enz 1.5 and Eya2 inh -1.5%.
`O=C(c1cnc2ccccc2n1)N1CCN(c2ccc(C(F)(F)F)cn2)CC1` gave Giardia kill 8.9, hERG WT inh -2.3, uPA surface inh 2.2%, BCR signal inh 6.4%, GALK inh 1.3%, KCNH2 3.1 block 4.2, USP2a block 2.2%, Coupling enz 2.2, Eya2 inh inconclusive, B2AR arrestin 0.2% and PKM2 act -2.4%.
For COc1cc(/C=N/Nc2nc3c(c(=O)n(C)c(=O)n3C)n2Cc2ccccc2)ccc1OC(=O)c1ccco1 the results were Giardia kill 7.2, hERG WT inh 3.4, uPA surface inh 8.1%, BCR signal inh inconclusive, GALK inh 0.3%, KCNH2 3.1 block 2.6, USP2a block -1.2%, Coupling enz -8.8, Eya2 inh -15.4%, B2AR arrestin -0.9% and PKM2 act -0.8%.
For COc1ccc(-n2c(Cc3cccn3C)nnc2SCC(=O)Nc2ccc(C(C)=O)cc2)cc1 the results were Giardia kill 18.9, hERG WT inh -8.2, uPA surface inh -4.8%, BCR signal inh inconclusive, GALK inh 2.7%, KCNH2 3.1 block 3.9, USP2a block -8.3%, Coupling enz 1.6, Eya2 inh 9.4%, B2AR arrestin 0.1% and PKM2 act -3.9%.
For Cc1nn(-c2nnc(C)c(=O)[nH]2)c(C)c1SCC(=O)Nc1ccc(C(C)C)cc1 the results were Giardia kill -2.4, hERG WT inh -8.8, uPA surface inh 5.0%, BCR signal inh 7.3%, GALK inh -2.9%, KCNH2 3.1 block 8.5, USP2a block 0.4%, Coupling enz 6.3, Eya2 inh 10.2%, B2AR arrestin -0.4% and PKM2 act -0.4%.
`CC(O)CNc1nc2sc3c(c2c(=O)n1Cc1ccco1)CCCCC3` (stereo unspecified) gave Giardia kill 14.7, hERG WT inh -5.7, uPA surface inh 0.2%, BCR signal inh 1.2%, GALK inh 0.7%, KCNH2 3.1 block -0.9, USP2a block -4.2%, Coupling enz 1.9, Eya2 inh -20.4%, B2AR arrestin -0.8% and PKM2 act -2.3%.
CCc1cccc(CC)c1NC(=O)COC(=O)C1(c2ccc(Cl)cc2)CCCC1 was read as Giardia kill 12.1, hERG WT inh -10.6, uPA surface inh -1.0%, BCR signal inh -2.2%, GALK inh -2.8%, KCNH2 3.1 block -6.7, USP2a block -4.9%, Coupling enz 1.8, Eya2 inh -24.2%, B2AR arrestin -0.6% and PKM2 act -3.8%.
Screening CCOC(=O)c1cccc(C(=O)Nc2nc3ccc(OC)cc3s2)n1 returned Giardia kill inconclusive, hERG WT inh -5.4, uPA surface inh inconclusive, BCR signal inh -13.9%, GALK inh 6.6%, KCNH2 3.1 block -1.7, USP2a block 0.9%, Coupling enz -0.3, Eya2 inh 5.6%, B2AR arrestin -0.1% and PKM2 act -13.0%.
COc1ccccc1C(=O)NC(CCSC)C(=O)OC(C)C(=O)NC1CC1 (stereo unspecified) was read as Giardia kill -18.0, hERG WT inh -1.7, uPA surface inh 6.1%, BCR signal inh 7.5%, KCNH2 3.1 block -1.7, USP2a block 0.4%, Eya2 inh 13.4% and B2AR arrestin -0.1%.
NC(=O)c1ccsc1NC(=O)COC(=O)c1cc(=O)[nH]c2ccccc12 was read as Giardia kill 23.1, hERG WT inh -6.9, uPA surface inh -12.0%, BCR signal inh inconclusive, KCNH2 3.1 block 16.3, USP2a block 1.7%, Eya2 inh -7.1% and B2AR arrestin -0.3%.
`CC(=O)Oc1ccc(-c2nc3c(C)cccc3c(=O)o2)cc1` gave Giardia kill 19.7, hERG WT inh -6.6, uPA surface inh -7.9%, BCR signal inh -6.3%, GALK inh 2.3%, KCNH2 3.1 block 1.1, USP2a block -1.2%, Coupling enz 8.7, Eya2 inh -13.3%, B2AR arrestin -0.9% and PKM2 act -1.6%.
Screening CCC1CO/C(=C(\C(Cl)=C(Cl)Cl)[N+](=O)[O-])N1 (stereo unspecified) returned Giardia kill 14.0, hERG WT inh -1.2, uPA surface inh 1.1%, BCR signal inh 3.0%, GALK inh -0.2%, KCNH2 3.1 block 11.5, USP2a block 3.3%, Coupling enz -0.7, Eya2 inh -2.8%, B2AR arrestin 0.2% and PKM2 act -3.4%.
Screening COc1ccc(C(=O)N2CCN(c3ccc(C)c(C)c3)CC2)cc1OC returned Giardia kill 6.4, hERG WT inh -1.5, uPA surface inh -5.0%, BCR signal inh -4.7%, GALK inh 1.3%, KCNH2 3.1 block -6.3, USP2a block 0.1%, Coupling enz 0.5, Eya2 inh -16.9%, B2AR arrestin 0.1% and PKM2 act -0.1%.
For FC(F)(F)c1cccc(NC(=S)Nc2ccc(Cl)cc2Cl)c1 the results were Giardia kill 12.7, hERG WT inh -4.5, uPA surface inh 6.8%, BCR signal inh 3.5%, GALK inh -0.6%, KCNH2 3.1 block 12.1, USP2a block 6.4%, Coupling enz -1.1, Eya2 inh -5.8%, B2AR arrestin -0.3% and PKM2 act 0.0%.
`Cc1cc(C(=O)NNC(=O)C(C)(C)Oc2ccc(Cl)cc2)c(C)o1` gave Giardia kill -7.7, hERG WT inh -11.0, uPA surface inh 7.6%, BCR signal inh -0.1%, KCNH2 3.1 block -11.8, USP2a block 3.2%, Eya2 inh 3.1% and B2AR arrestin 0.7%.
For O=C1/C(=C/c2ccccc2)CCCc2ccccc21 the results were Giardia kill 2.8, hERG WT inh 2.5, uPA surface inh -6.9%, BCR signal inh 0.3%, GALK inh -1.8%, KCNH2 3.1 block -30.7, USP2a block 0.0%, Coupling enz -0.1, Eya2 inh 10.1%, B2AR arrestin -0.3% and PKM2 act -8.8%.
COc1cc(-c2noc(C)c2/C=C/c2cccc([N+](=O)[O-])c2)cc(OC)c1OC was read as Giardia kill -27.4, hERG WT inh -11.4, uPA surface inh 0.112µM*, BCR signal inh inconclusive, KCNH2 3.1 block -11.9, USP2a block 0.9%, Coupling enz -1.5, Eya2 inh 9.0%, B2AR arrestin -0.5% and PKM2 act -4.5%.
Screening CCC(C)NC(=O)C1=C(C)C(=O)OC12CCC(C)CC2 (stereo unspecified) returned Giardia kill inconclusive, hERG WT inh -2.0, uPA surface inh -15.5%, BCR signal inh -3.9%, GALK inh -5.4%, KCNH2 3.1 block 8.3, USP2a block 0.1%, Coupling enz 3.7, Eya2 inh 1.0%, B2AR arrestin 0.2% and PKM2 act -10.3%.
Screening CC1CCN(C(=O)CC(NC(=O)c2ccccc2Cl)c2ccccc2)CC1 (stereo unspecified) returned Giardia kill 0.4, hERG WT inh 18.9, uPA surface inh 1.8%, BCR signal inh 4.2%, GALK inh -7.8%, USP2a block 3.5%, Eya2 inh -3.7%, B2AR arrestin -0.7% and PKM2 act 1.6%.
For COCc1cc(C)nc(SCC[N+](C)(C)CC(=O)Nc2cccc(C)c2)c1C#N the results were Giardia kill 3.3, hERG WT inh -7.0, uPA surface inh 15.6%, BCR signal inh -12.0%, GALK inh 7.7%, KCNH2 3.1 block -14.3, USP2a block -5.7%, Coupling enz -0.1, Eya2 inh -16.9%, B2AR arrestin -0.1% and PKM2 act -4.2%.

From PubChem
